From PubChem
ALOX15B inhib: blocks human 15-lipoxygenase 2 activity; O15296; 0.56% of 110,000 active; Potency, µM (highest dose often 57.1 µM), without a hit: at the highest dose activity change, negative = inhibition, most hits filed as inhibitors; purified 15hLO-2, xylenol orange hydroperoxide absorbance; AID 881; also: potency is read from the fitted curve at half-maximal effect; nearly all actives have a fitted effect of over 60% in size; many of its hits are not listed in these tables
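Purified human 15hLO-2 (50 nM final) preincubated with compounds 15 min at room temperature in 25 mM Hepes pH 7.5, 0.01% Triton X-100, then 45 uM arachidonic acid added for 90 min; hydroperoxide detected via ferrous/xylenol orange, 573/405 nm absorbance ratio.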
ALOX12 inhib: inhibitors of human 12-lipoxygenase (ALOX12); Potency, µM (titrated, usually from 57.1 µM), inactives show top-dose activity change, negative = inhibition, usual class: inhibitors; 0.12% of 150,000 active; P18054; purified 12-hLO, xylenol orange hydroperoxide absorbance; also: potency is read from the fitted curve at half-maximal effect; nearly all actives have a fitted effect of over 55% in size; many of its hits are not listed in these tables
Target sequence (P18054 whole entry, looked up): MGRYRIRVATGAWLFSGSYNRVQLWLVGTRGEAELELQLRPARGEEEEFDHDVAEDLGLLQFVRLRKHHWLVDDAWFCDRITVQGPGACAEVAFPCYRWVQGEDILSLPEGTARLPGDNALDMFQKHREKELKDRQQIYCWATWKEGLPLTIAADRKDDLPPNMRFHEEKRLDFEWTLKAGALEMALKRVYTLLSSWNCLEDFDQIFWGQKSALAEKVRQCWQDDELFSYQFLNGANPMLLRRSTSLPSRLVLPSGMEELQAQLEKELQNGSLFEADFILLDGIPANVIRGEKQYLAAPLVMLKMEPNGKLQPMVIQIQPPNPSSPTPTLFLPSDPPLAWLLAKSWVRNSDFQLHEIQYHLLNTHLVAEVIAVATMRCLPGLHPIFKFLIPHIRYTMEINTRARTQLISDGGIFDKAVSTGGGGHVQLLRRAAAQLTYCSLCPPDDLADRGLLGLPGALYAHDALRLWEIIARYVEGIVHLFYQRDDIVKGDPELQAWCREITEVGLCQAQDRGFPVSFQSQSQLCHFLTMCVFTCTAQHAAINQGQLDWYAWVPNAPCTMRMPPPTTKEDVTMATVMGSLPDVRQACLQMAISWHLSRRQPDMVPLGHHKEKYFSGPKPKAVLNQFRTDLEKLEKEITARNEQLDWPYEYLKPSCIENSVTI
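Xylenol orange chromogenic assay: hydroperoxide from 12hLO oxidises Fe(II), giving red-shifted Fe(III)-XO absorbance. Conditions: 150 nM enzyme, 40 uM arachidonic acid, 25 mM Hepes pH 7.0, 0.01% Triton X-100, 30 min, room temperature.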
IMPase inh: cell-permeable inhibitors of inositol monophosphatase (IMPase). P97697. CHO-M1 cells, IP1 accumulation, HTRF TR-FRET ratio. inhibition (IP1 accumulation), % at 46.1 µM. 120,000 tested, under 10 active. AID 901; active = well fitted curve in the direction sought with a large enough effect in the signal ratio, not every such curve was filed as active; inconclusive = small, poorly fitted or top-dose-only effect, or a change in a side signal; inactive = no such curve, though single readings can be large or run the other way; the % refers to the signal ratio;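 also: cells stimulated with carbachol in lithium chloride buffer; plate controls were DMSO basal wells for no effect and reference inhibitor wells for full effect; higher means more IMPase inhibition seen as more IP1 and lower FRET ratio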
Target sequence (P97697 whole entry, looked up): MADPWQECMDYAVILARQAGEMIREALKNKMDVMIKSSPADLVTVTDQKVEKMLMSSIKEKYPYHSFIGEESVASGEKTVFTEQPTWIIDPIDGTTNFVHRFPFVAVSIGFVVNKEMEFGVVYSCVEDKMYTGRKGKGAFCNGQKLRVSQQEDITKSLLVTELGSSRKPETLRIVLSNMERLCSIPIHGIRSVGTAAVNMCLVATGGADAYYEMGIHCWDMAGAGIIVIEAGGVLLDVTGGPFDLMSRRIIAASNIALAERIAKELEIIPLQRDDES
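CHO-M1 cells (CHO stably expressing M1 receptor), compound up to 46 uM final, stimulated with carbachol (50 uM as added) in buffer with 50mM LiCl, pH 7.4, 30 min at 37C. Cytosolic IP1 read by TR-FRET; AC50 from Hill fits.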
PNC inhibitor: blocks assembly of the perinucleolar compartment. PC3M PTB-GFP, PNC prevalence imaging, 16 h; hits give low values. activity change (PNC), negative = inhibition, % at 10 µM. 3.1% of 140,000 active;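 active = readout at or below -70, meaning at least 70% loss of cells showing the perinucleolar compartment, a nuclear body marking cancer cells; inconclusive = readout between -30 and a set limit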;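 also: plate controls were DMSO wells for no effect and camptothecin positive control wells for full effect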
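PC3M cells stably expressing PTB-GFP, 750–1000 cells/well, treated 16 h at 37 °C with compound (23 nl of library stock), in duplicate. After paraformaldehyde fixation and Hoechst stain, imaged at 20x; PNC prevalence scored by image analysis.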
An asterisk follows results filed as active; ? = inconclusive; / = not tested or not shown; & = joins results of further samples; [ ] = dose if it differs, or a comment. Unless noted, calls follow the shape of the dose curve; as a rule, active = well fitted curve in the direction sought with a large enough effect; inconclusive = small, poorly fitted or top-dose-only effect, or another doubt; inactive = no such curve, though single readings can be large; an effect the other way counts as inactive or inconclusive. Unless noted, % is scaled to controls: 0 for no effect and ±100 for the full control effect.

#1 Cc1[nH]c(=O)[nH]c(=O)c1S(=O)(=O)N1CCCC(C(=O)N2CCC(Cc3ccccc3)CC2)C1 (stereo not given)
#2 O=C(O)C1=CCNCC1
#3 N#Cc1c(-c2ccco2)nc(SCc2ccc(F)cc2)[nH]c1=O
#4 O=C(Nc1ccccc1)NC1(C(=O)NCc2cccs2)CCCCC1
#5 O=C(C1=C(O)C(=O)N(Cc2ccco2)C1c1cccs1)c1cccs1 (stereo not given)
#6 Cn1c(SCc2nc3ccccc3n2CCO)nc2ccccc21
Assay by compound,1,2,3,4,5,6
ALOX15B inhib,-3%,0%&18%&3%,-12%,-3%[11.4 µM],/,8%
ALOX12 inhib,1%,0%&-4%&4%,2%,3%,24%,3%
IMPase inh,7,-8&-1,?,-3[1.84 µM],/,4
PNC inhibitor,-16,/,-13,-96*,46,12

Along the list, as entered above.
PNC inhibitor, nos. 2 to 6 → /, -13, -96*, 46, 12
IMPase inh, nos. 2 to 6 → -8&-1, ?, -3[1.84 µM], /, 4

New compounds follow.
#7 CCOC(=O)N1CCC(NC(=O)c2cc(S(=O)(=O)N3CCOCC3)ccc2F)CC1
#8 O=c1c(-c2ccnn2-c2cccc(Cl)c2)cnc2n1CCS2
#9 COc1ccc(NC(=O)CN2CCC3(O)CCCCC3C2c2ccccc2OC)cc1 (stereo not given)
#10 O=C(NC(=O)c1ccccc1F)Nc1nc(-c2cccs2)cc(C(F)(F)F)n1
#11 Cn1c(SCC(=O)N/N=C/C=C\c2ccco2)nc2ccccc21
#12 N#CC1=C2SCN(c3ccc(F)cc3)CN2C(=O)CC1c1cccc(F)c1 (stereo not given)
Assay by compound,7,8,9,10,11,12
ALOX15B inhib,4%,-3%,3%,/,?,?
ALOX12 inhib,-1%,-3%,-6%,1%,?,?
IMPase inh,1,1,?,/,-1,-6
PNC inhibitor,?,-81*,16,44,?,29

Given with each value named: entries from further up.
#11 Cn1c(SCC(=O)N/N=C/C=C\c2ccco2)nc2ccccc21
  ALOX15B inhib: ?; ALOX12 inhib: ?; IMPase inh: -1; PNC inhibitor: ?
#12 N#CC1=C2SCN(c3ccc(F)cc3)CN2C(=O)CC1c1cccc(F)c1 (stereo not given)
  ALOX15B inhib: ?; ALOX12 inhib: ?; IMPase inh: -6; PNC inhibitor: 29

Continuation.
#13 CCCCCn1c(=O)[nH]c2cc(C(=O)N3CCN(Cc4ccc5c(c4)OCO5)CC3)ccc2c1=O
#14 CCCN1C(=O)c2ccccc2NC1c1ccc(OC)cc1O (stereo not given)
#15 Cc1cc(C(=O)N2CCN(Cc3ccccc3)CC2)on1
#16 O=C(OCc1cn(-c2ccc(Cl)cc2)nn1)c1ccccc1
#17 CC(C)(C)c1cnnn1-c1ccc(NC(=O)c2ccc(Br)o2)cc1
#18 Fc1ccccc1CSc1nnc(-c2cnccn2)n1Cc1ccco1
Assay by compound,13,14,15,16,17,18
ALOX15B inhib,0%,-1%,0%,5%,-2%,/
ALOX12 inhib,1%,-4%,1%,-10%,-1%,-4%
IMPase inh,5,-6,-3,-1,3,2
PNC inhibitor,19,?,10,-4,11,-100*

#19 CCNC(=S)N/N=C/c1ccc(OCc2ccc(C(=O)OC)cc2)cc1
#20 Cc1nc(SC2C=CS(=O)(=O)C2)n[nH]1 (stereo not given)
#21 CCOc1ccc2cc(C#N)c(SCC(=O)NC(C)CC)nc2c1 (stereo not given)
#22 COc1ccc(/C=C(\NC(=O)c2ccc(OC)c(OC)c2)C(=O)NCCc2c[nH]c3ccccc23)cc1
#23 Cc1nn(C(C)C(=O)NNC(=S)Nc2ccc(Cl)cc2)c(C)c1[N+](=O)[O-] (stereo not given)
#24 O=S(=O)(c1cccs1)N1CCN(C/C=C/c2ccccc2)CC1
Assay by compound,19,20,21,22,23,24
ALOX15B inhib,/,5%,-25%,-5%,29%,22%
ALOX12 inhib,-2%,-2%,-5%,-2%,-6%,-9%
IMPase inh,/,0,?,14,1,10
PNC inhibitor,-7,-12,-27,?,-10,28

A second format for four compounds above.
21. CCOc1ccc2cc(C#N)c(SCC(=O)NC(C)CC)nc2c1 (stereo not given)
  ALOX15B inhib: -25%
  ALOX12 inhib: -5%
  IMPase inh: ?
  PNC inhibitor: -27
22. COc1ccc(/C=C(\NC(=O)c2ccc(OC)c(OC)c2)C(=O)NCCc2c[nH]c3ccccc23)cc1
  ALOX15B inhib: -5%
  ALOX12 inhib: -2%
  IMPase inh: 14
  PNC inhibitor: ?
23. Cc1nn(C(C)C(=O)NNC(=S)Nc2ccc(Cl)cc2)c(C)c1[N+](=O)[O-] (stereo not given)
  ALOX15B inhib: 29%
  ALOX12 inhib: -6%
  IMPase inh: 1
  PNC inhibitor: -10
24. O=S(=O)(c1cccs1)N1CCN(C/C=C/c2ccccc2)CC1
  ALOX15B inhib: 22%
  ALOX12 inhib: -9%
  IMPase inh: 10
  PNC inhibitor: 28

(next part)
#25 Clc1ccc(-c2cc(CSc3ccccc3)on2)cc1
#26 CCOC(=O)c1cccc(NC(=O)Cn2c(CC(=O)NC)nc3ccccc32)c1
#27 CCOC(=O)c1csc(NC(=O)CSc2nnc(C3CC3)n2C)n1
#28 CC1Cc2ccccc2N1C(=O)CSc1nnc(CSc2ncccn2)n1C (stereo not given)
#29 CCCCNC(=O)C1CCN(S(=O)(=O)c2cnc[nH]2)CC1
#30 CC(=O)c1cccc(NC(=O)c2ccc(-c3ccccc3[N+](=O)[O-])o2)c1
Assay by compound,25,26,27,28,29,30
ALOX15B inhib,/,4%,11%,-4%,-5%,/
ALOX12 inhib,9%,-2%,6%,-2%,0%,-2%
IMPase inh,2,0,-4,0,2,/
PNC inhibitor,57,-14,0,-22,-15,0

#31 Cc1nc(SC(C(=O)c2ccccc2)c2ccccc2)n[nH]1 (stereo not given)
#32 Cc1ccsc1C(=O)NNC(=O)C1C2C=CC(C2)C1C(=O)O (stereo not given)
#33 CC(=O)c1ccc(N(C)C)c2c(N(C)C)cccc12
#34 C=CCNC(=O)/C(=C\C=C\c1ccccc1)NC(=O)c1ccccc1Cl
#35 Cc1nc(SCC(=O)c2ccc(Cl)cc2)c([N+](=O)[O-])[nH]1
#36 CC(C)C(=O)C(C)(C)CCc1ccccn1
Assay by compound,31,32,33,34,35,36
ALOX15B inhib,2%,/,1%,/,-15%,-1%[11.4 µM]
ALOX12 inhib,-6%,4%,0%,2%,-5%,4%[11.4 µM]
IMPase inh,-4,/,3,/,5,/
PNC inhibitor,20,?,16,?,?,/

#37 CCOC(=O)C1CCCN(C(=O)c2ccc3c(=O)n(CCOC)c(=S)[nH]c3c2)C1 (stereo not given)
#38 COc1cccc(OCCCCN2CC(C)OC(C)C2)c1 (stereo not given)
#39 COc1ccc(-n2c(=O)c(-c3cccs3)nc3cnc(N4CCNCC4)nc32)cc1
#40 Cc1cccc(N=C2NC(=O)/C(=C/c3cn(C)c4ccccc34)S2)c1
#41 COc1ccc(OCC(=O)Nc2cccc(-c3nc4ccccc4[nH]3)c2)cc1
#42 CCOc1ccc(NC(=S)NC(=O)c2c(Br)cnn2C)c([N+](=O)[O-])c1
Assay by compound,37,38,39,40,41,42
ALOX15B inhib,/,-1%,15%,/,30%,/
ALOX12 inhib,25%,-2%,-3%,0%,-7%,-2%
IMPase inh,-6,-4,/,-4,3,/
PNC inhibitor,?,?,/,7,-16,28

#43 O=C(Cn1cnc2c(nnn2Cc2ccccc2)c1=O)N1CCN(c2ccccc2)CC1
#44 CCOCCCn1c(SCC(=O)/C(C#N)=C(\C)N)nc2ccccc2c1=O
#45 O=C(COC(=O)c1cc(S(=O)(=O)NCc2ccccc2)ccc1O)NCc1ccccc1
#46 O=C(c1ccccc1)C(Sc1ncn[nH]1)c1ccccc1 (stereo not given)
#47 O=C1OC(/C=C/c2ccccc2)=NC/1=C/C=C/c1ccccc1
#48 CC1CCCN(Cc2cnc(Cl)s2)C1 (stereo not given)
Assay by compound,43,44,45,46,47,48
ALOX15B inhib,-3%,/,1%,/,/,-6%[11.4 µM]
ALOX12 inhib,-4%,-1%,-7%,-19%,1%,17%
IMPase inh,3,-17,-1,-1,/,2[1.84 µM]
PNC inhibitor,?,?,4,2,?,?

#49 N=c1c(C(=O)NCc2ccco2)cc2c(=O)n3ccccc3nc2n1CCc1ccccc1
#50 CCN(CC)CCNC(=O)C(C)c1nn(C)c(=O)c2ccccc12 (stereo not given)
#51 CCn1c(=O)n(CC)c2cc(S(=O)(=O)N3CCC(c4ccccc4)CC3)ccc21
#52 COc1ccc(C(C)(C)C)cc1NC(=O)COC(=O)c1cnc(C)cn1
#53 Cc1ccc(S(=O)(=O)N(C)C)cc1NC(=O)[C@H](Cc1ccccc1)N1C(=O)c2ccccc2C1=O
#54 CN(c1ccccc1C(=O)Nc1ccc(S(=O)(=O)N2CCOCC2)cc1)S(C)(=O)=O
Assay by compound,49,50,51,52,53,54
ALOX15B inhib,-19%,-5%,3%,-5%,/,/
ALOX12 inhib,-18%,5%,-3%,-4%,4%,3%
IMPase inh,12,10,9,3,/,/
PNC inhibitor,?,2,1,14,4,15

#55 CC(C)c1ccc(NC(=O)COc2nncc3ccccc23)cc1
#56 O=C(C[C@@H]1C=Cc2ccccc2N1C(=O)c1ccccc1)c1ccccc1
#57 CC(=O)O[C@]1(C(C)=O)CC[C@@H]2[C@@H]3C=C(C)C4=CC(=O)CC[C@@]4(C)[C@H]3CC[C@]21C
#58 O=C(CC1S/C(=N/N=C/c2c[nH]c3ccccc23)NC1=O)Nc1ccccc1 (stereo not given)
#59 O=c1c2ccccc2[nH]c(=S)n1CCCN1CCN(C2CCCCC2)CC1
#60 O=C(O)Cn1nnc(-c2cccs2)n1
Assay by compound,55,56,57,58,59,60
ALOX15B inhib,/,-4%[11.4 µM],14%[25.6 µM],/,22%,1%
ALOX12 inhib,-3%,7%[11.4 µM],-2%[25.6 µM],-1%,11%,-6%
IMPase inh,-7,/,0[20.6 µM],/,12,5
PNC inhibitor,11,/,/,11,?,10

#61 COc1ccc(S(=O)(=O)NC2CC3CCC2C3)cc1Cl (stereo not given)
#62 Cc1ccc(N=Nc2c(N)[nH]n3c(=O)cc(C)nc23)cc1
#63 COc1ccc(C(C(=O)NC2CCCCC2)N(C(=O)c2cccs2)c2ccc3c(c2)OCO3)cc1 (stereo not given)
#64 O=C(Nc1cc(S(=O)(=O)Nc2ccc(Cl)cc2)ccc1N1CCCCC1)c1ccc(F)cc1Cl
#65 CCOC(=O)N1CCN(Cc2nc(-c3ccc(Cl)cc3)no2)CC1
#66 CCCc1n[nH]c(=O)[nH]1
Assay by compound,61,62,63,64,65,66
ALOX15B inhib,-11%,/,-1%,/,12%,2%
ALOX12 inhib,-5%,2%,1%,-7%,-21%,-2%
IMPase inh,-3,/,2,/,8,-1
PNC inhibitor,?,?,91,?,32,38

#67 O=S(=O)(c1ccc(OCC(O)CN2CCN(c3ccccc3)CC2)cc1)N1CCOCC1 (stereo not given)
#68 C=C1C([C@@]2(C)C(OC(C)=O)CC(=O)O[C@@](C)(COC(C)=O)C2CC(=O)OC)C(OC=O)C(OC(=O)C(O)C(C)CC)[C@]2(C)C(c3ccoc3)CC(=O)C12O (stereo not given in full)
#69 CSCCC1NC2(C(=O)Nc3c(Cl)cccc32)[C@@H]2C(=O)N(C3CCCC3)C(=O)[C@H]12 (stereo not given in full)
#70 O=C(Nc1ccccc1N1CCN(c2ccccc2)CC1)C12CC3CC(CC(C3)C1)C2
#71 CCOC(=O)c1ccc(NC(=O)Cn2nnc(-c3ccccc3)n2)cc1
#72 Cc1cc(NC(=O)c2cc(C(C)C)on2)nn1Cc1ccc(Cl)cc1
#73 Cc1ccc(-c2c(C)n([O-])c3c([n+]2=O)CCCC3)o1
Assay by compound,67,68,69,70,71,72,73
ALOX15B inhib,8%,-4%,0%,/,-8%,14%,-9%
ALOX12 inhib,-2%,0%,-6%,2%,-3%,-13%,-5%
IMPase inh,6,/,0,-5,-3,10,5
PNC inhibitor,10,/,?,127,?,-18,55

An excerpt; rates above refer to the full screens.
